NCOA2 inhibitor – inhibits human steroid receptor coactivator 2 | Q15596 | HEK293 GAL4-SRC2 luciferase reporter, luminescence | inhibition, % at 9 µM | 370,000 tested, 0.17% active | AID 651957;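 active = inhibition above the mean inhibition of all tested compounds plus 3 SD, set per campaign, cut at about 52% in these data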;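 note: 0% = DMSO treated cells and 100% = cells given Gossypol at 36 µM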
NR5A2 inv ag – NR5A2 inverse agonism in reporter assay. O00482. HEK293T StAR-luciferase reporter, LRH-1 transfected, 24 h. inhibition, % at 3.6 µM. 360,000 tested, 0.13% active;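 active = inhibition above the mean inhibition of all tested compounds plus 3 SD, cut at about 73% in these data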;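 note: 0% = DMSO wells and 100% = reporter-only cells lacking LRH-1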
ABHD5 PLIN5 PPI – ABHD5-PLIN5 protein interaction inhibition; Q00G26+Q8WTS1; Split G. princeps luciferase complementation, luminescence, 4 h; inhibition, % at 4 µM; 360,000 tested, 0.78% active; AID 602281;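 active = inhibition above the mean inhibition across every tested compound plus 3 SD, cut at about 22% in these data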;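 note: 0% = DMSO only wells and the 100% control is not disclosed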
TWEAK-Fn14 inh – TWEAK-Fn14 signaling inhibition; TWEAK-stimulated Fn14 reporter cells, luciferase luminescence, 8 h; inhibition, % at 10 µM; 360,000 tested, 2% active; AID 1159606; in the data active = inhibition above about 50%
COUP-TFII inh – NR2F2 (human) inhibition, primary screen; P24468; 370,000 tested, 0.7% active; HEK293T NGFI-A luciferase reporter, luminescence; inhibition, % at 8.6 µM; AID 686940;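 active = inhibition above a per-plate cutoff, mean inhibition of test wells between control levels plus 3 SD, cut at about 38% in these data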;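 note: cells cotransfected with COUP-TFII expression vector driving the NGFI-A reporter; 0% = median of COUP-TF2 test wells and 100% = reporter-only cells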
TROY NFkB inh – TROY signaling inhibition | Q293 LMP1-TROYcd NF-kB luciferase reporter, 4 h | inhibition, % at 10 µM | 360,000 tested, 0.98% active;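 active = compounds whose plate-normalised and pattern-corrected inhibition of the luciferase reporter signal at the single screening dose is 50% or more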
NCOA3 inh – inhibits human SRC3 coactivator | Q9Y6Q9 | HEK293 GAL4-SRC3 luciferase reporter, luminescence | inhibition, % at 3.6 µM | 360,000 tested, 0.17% active | AID 588352;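 active = inhibition above a per-campaign cutoff, the mean of all compounds plus 3 SD, cut at about 60% in these data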;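 note: 0% = DMSO-treated cells and 100% = gossypol-treated cells at 36 µM; higher means less SRC3-driven luciferase light from the GAL4 reporter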
Exocytosis inh – blocks lytic granule exocytosis; TALL-104 LAMP-1 surface exposure, flow cytometry; cells stimulated with thapsigargin and PMA; inhibition, % at 10 µM; 360,000 tested, 0.66% active; AID 651702;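 active = inhibition above about 55%, limit read from the data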
TLR9-MyD88 block – blocks human TLR9 binding to MyD88. Q9NR96+Q99836. CHO BLA complementation TLR9-MyD88, CCF4 FRET ratio. inhibition, % at 4.98 µM. 340,000 tested, 0.21% active. AID 504734;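 active = inhibition above the mean over all tested compounds plus 3 SD, cut at about 21% in these data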;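 note: 0% = DMSO only wells and 100% = clavulanate BLA inhibitor control wells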
Target sequence (Q99836 whole entry, looked up): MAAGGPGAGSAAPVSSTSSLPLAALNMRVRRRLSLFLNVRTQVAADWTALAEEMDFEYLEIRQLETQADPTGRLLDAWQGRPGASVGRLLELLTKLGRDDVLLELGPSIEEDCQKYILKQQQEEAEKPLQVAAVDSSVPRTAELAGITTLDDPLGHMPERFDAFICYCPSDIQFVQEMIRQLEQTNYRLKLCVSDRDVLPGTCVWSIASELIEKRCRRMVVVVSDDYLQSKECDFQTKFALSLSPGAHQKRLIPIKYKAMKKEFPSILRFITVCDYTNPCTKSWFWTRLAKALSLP
Target sequence (Q9NR96 whole entry, looked up): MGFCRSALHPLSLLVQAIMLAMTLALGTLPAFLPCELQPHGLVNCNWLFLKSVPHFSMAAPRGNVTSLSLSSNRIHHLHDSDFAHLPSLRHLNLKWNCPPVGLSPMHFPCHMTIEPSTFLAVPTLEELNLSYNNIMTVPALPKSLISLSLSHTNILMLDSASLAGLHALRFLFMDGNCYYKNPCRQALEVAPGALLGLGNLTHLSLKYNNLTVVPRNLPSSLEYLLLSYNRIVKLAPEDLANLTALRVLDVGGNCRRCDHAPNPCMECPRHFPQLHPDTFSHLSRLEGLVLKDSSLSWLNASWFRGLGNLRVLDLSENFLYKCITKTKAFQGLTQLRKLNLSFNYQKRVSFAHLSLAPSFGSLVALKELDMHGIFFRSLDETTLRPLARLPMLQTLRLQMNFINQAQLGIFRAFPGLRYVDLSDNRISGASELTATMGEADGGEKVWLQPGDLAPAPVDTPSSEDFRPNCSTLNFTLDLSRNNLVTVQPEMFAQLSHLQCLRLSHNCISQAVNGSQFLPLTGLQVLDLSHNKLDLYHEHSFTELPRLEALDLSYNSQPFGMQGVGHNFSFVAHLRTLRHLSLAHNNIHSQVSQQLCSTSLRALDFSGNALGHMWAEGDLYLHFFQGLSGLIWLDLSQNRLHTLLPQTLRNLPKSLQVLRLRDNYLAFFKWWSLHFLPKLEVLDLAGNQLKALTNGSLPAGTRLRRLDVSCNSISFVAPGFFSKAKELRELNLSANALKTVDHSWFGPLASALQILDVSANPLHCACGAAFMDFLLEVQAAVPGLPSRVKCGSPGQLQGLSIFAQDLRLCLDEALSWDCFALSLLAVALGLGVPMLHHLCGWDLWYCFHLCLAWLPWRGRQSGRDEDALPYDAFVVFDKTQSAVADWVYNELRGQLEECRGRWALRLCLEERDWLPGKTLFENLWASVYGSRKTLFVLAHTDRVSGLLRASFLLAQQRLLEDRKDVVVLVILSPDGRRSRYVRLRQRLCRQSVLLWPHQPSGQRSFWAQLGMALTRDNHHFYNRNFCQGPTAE
NOD2-RIPK2 inh – NOD2-RIPK2 protein interaction inhibition. O43353. CHO BLA complementation NOD2-RIPK2, CCF4 ratio. inhibition, % at 4.98 µM. 360,000 tested, 0.38% active; in the data active = inhibition above about 21%;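 note: 0% = vehicle only and 100% = reference blocker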
SRC1 inh – inhibits human SRC1 coactivator; AID 588354; inhibition, % at 3.6 µM; HEK293 GAL4-SRC1 luciferase reporter, luminescence; Q15788; 360,000 tested, 0.12% active;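 active = inhibition above the campaign mean plus 3 SD, with each screening campaign given its own cutoff, cut at about 60% in these data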;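 note: 0% = DMSO treated cells and 100% = gossypol at 36 µM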
An asterisk follows results filed as active; . = not tested or not shown. Only part of the results is shown; rates above refer to the full screens.

Structure	NCOA2 inhibitor	NR5A2 inv ag	ABHD5 PLIN5 PPI	TWEAK-Fn14 inh	COUP-TFII inh	TROY NFkB inh	NCOA3 inh	Exocytosis inh	TLR9-MyD88 block	NOD2-RIPK2 inh	SRC1 inh
COCCn1c(=NC(=O)C(C)(C)C)sc2cc([N+](=O)[O-])ccc21	4	1	-2	-66	-9	-10	-31	2	3	-7	-21
C/C(=N\N1C(=O)c2ccccc2NC1c1ccco1)c1ccccc1O (stereo not given)	-62	-90	2	-5	-13	-59	-43	-2	-10	3	-83
CCOc1ccc(NC(=O)CSc2nc(=O)n(Cc3ccccn3)c3c2CCC3)cc1	-1	8	5	21	4	3	-6	-1	6	6	-12
O=C(Cc1ccc(NC(=O)C2CCCN(C(=O)C3CCCC3)C2)cc1)Nc1cccc(C(=O)N2CCCCC2)c1 (stereo not given)	5	-11	4	-8	-8	-1	-16	8	-3	2	1
CN1C(=O)c2oc3ccccc3c(=O)c2C1c1ccncc1 (stereo not given)	.	-9	2	-2	.	18	-3	-1	-1	-10	-10
CN1CCN(C2=CC(=O)OC23CCCCC3)CC1	-1	11	3	-5	-5	6	8	-2	-5	-2	3
N=C1/C(=C\c2ccc(OC(=O)c3ccc(F)cc3)cc2)C(=O)N=C2SC(N3CCOCC3)=NN12	-11	-19	-9	-35	-2	9	5	1	-5	1	6
Cc1ccccc1CC1(CO)CCCN(C(=O)CCC(=O)c2ccccc2)C1 (stereo not given)	-21	-14	4	10	5	-19	-9	0	-41	3	-16
O=C(N/N=C/c1cccnc1)C1CCCCC1	-22	2	1	-3	3	9	2	1	-12	-6	7
COc1cccc(C(C(=O)NC(C)(C)C)N(C(=O)CCC(=O)Nc2cc(C)on2)C(C)C)c1OC (stereo not given)	-11	6	-11	8	7	13	-2	0	-17	2	-30
CCN(CC(=O)NCc1cccs1)C(=O)c1ccc(S(=O)(=O)Nc2cccc(C)c2C)cc1	16	4	-5	-1	-2	15	27	-1	-3	2	7
COc1cccc(/C=N/NC(=O)c2cc3cc([N+](=O)[O-])ccc3s2)c1O	10	3	0	-6	12	17	20	69*	-7	-8	4
O=C(NCc1ccccc1)NCC12CC3CC(CC(C3)C1)C2	-9	9	-10	-4	8	6	10	-3	-1	-6	2
CC(=O)Nc1ccc2c(c1)C(=O)N(C1CCCCC1)C2=O	-5	11	-1	-4	-12	-7	9	-6	-1	-3	-16
COc1ccc(NC(=S)N2CCN(c3ncccn3)CC2)cc1	3	-7	-5	-3	-7	-14	-18	0	-1	-4	-7
CC(=O)N1CCc2cc(S(=O)(=O)CCC(=O)N(C)Cc3ccco3)ccc21	10	12	-7	0	7	-14	7	-5	9	-5	-10
CCc1nn(-c2ccccc2)c(=S)c2ccccc12	0	-18	0	-3	2	-12	-2	1	-1	-2	3
O=C1NC(=O)N2CCSC2(Cc2ccccc2)N1 (stereo not given)	6	-20	-26	-35	37	5	10	4	-6	-4	-13
CCCCCCOc1ccc(N2C(=O)CC(N3CCN(CCN=CC4C(=O)CC(C)(C)CC4=O)CC3)C2=O)cc1 (stereo not given)	-3	-1	3	6	-6	32	11	4	-5	-1	9
CC(=O)c1c(C)[nH]c(C(=O)CN(C)CC(=O)Nc2ccccc2Cl)c1C	1	-1	-4	26	6	17	6	1	-1	7	15
COc1cc(/C=C2\SC(=S)N(Nc3ncc(C(F)(F)F)cc3Cl)C2=O)ccc1O	-30	-7	-13	14	6	19	-6	4	26*	13	-17
O=S(=O)(Cc1ccccc1)Nc1ccccc1	-29	5	7	-13	6	12	-13	1	-5	0	5
CN1C2C=C3C(C#N)=C(N)C(C#N)(C#N)[C@H](c4c(F)cccc4F)[C@H]3C1CC2 (stereo not given in full)	-16	24	-32	1	-7	3	9	3	-6	9	5
CCOc1ccc(NC(=S)Nc2cc(OC)c(Cl)cc2OC)cc1	19	12	-6	8	10	-10	20	-1	-5	-3	11
O=C(c1noc2c1CCc1ccccc1-2)N1CCCc2ccccc21	-11	-11	-3	7	0	-36	-9	1	0	1	-10
CC1=C(C(=O)N2CCOCC2)C(c2ccc(OC(F)F)cc2)NC(=S)N1c1ccccc1 (stereo not given)	18	7	1	-5	0	-2	20	2	1	-14	-5
CNC(=O)NC(=O)CSc1nnc(-c2ccco2)n1-c1ccccc1	5	-2	-6	12	7	-1	7	5	3	3	4
O=C(Nc1ccc(-c2nc3ccccc3o2)c(O)c1)c1cc(-n2cnnc2)ccc1Cl	27	21	18	66*	44*	38	21	2	-5	1	18
Cc1nc2scc(-c3cccs3)c2c(=O)[nH]1	-1	1	-4	-3	1	-22	12	1	-3	7	-24
NC(=O)c1[nH]cnc1N=NN(CCO)Cc1ccccc1	9	-9	-3	3	-10	5	-1	7	10	-15	1
CC[C@]12c3[nH]c4ccc(OC)cc4c3CCN1C(=O)C(CC(=O)NC(C)(C)C)C[C@@H]2C(=O)N1CCN(C(=O)c2ccco2)CC1 (stereo not given in full)	-1	8	-3	5	9	-12	3	-6	0	-3	-5
COc1cccc(/C=C/C(=O)OCC(=O)N2CCCc3ccccc32)c1	21	11	4	-1	-18	-4	13	0	-4	-6	-15
COc1cc(CN(C2CC2)S(=O)(=O)c2ccccc2Br)cc(OC)c1	10	9	-6	-14	26	-7	11	4	-4	-25	4
COCCN1Cc2cccc(C(=O)Nc3cccc(-c4nc5ccccc5[nH]4)c3)c2C1=O	8	-5	3	-2	-19	2	-2	14	-7	-10	-1
Cc1ccc(NC(=O)C2CCCN(C(=O)NCc3ccccc3)C2)c(C)c1 (stereo not given)	-6	-4	0	-6	-3	-3	-14	2	-5	-21	5
C/C(=N\NC(=O)C1CCCN(S(=O)(=O)c2ccccc2)C1)c1ccccn1 (stereo not given)	8	-8	-4	-49	16	-10	21	-5	7	8	-7
COc1ccc(CCn2c(C)nc3c(c(=O)c4ccccc4n3C)c2=O)cc1	-5	26	3	-25	0	-4	-4	4	7	-7	5
Cc1cc(C2C(=O)CC(=O)CC2c2ccccc2)on1 (stereo not given)	5	3	-6	-2	5	2	14	-1	-3	1	-11
O=C(N/N=C/c1ccc(Br)cc1)c1ccc(NC(=O)c2ccccc2)cc1	-6	-3	-1	-6	15	26	5	-3	-5	-16	-7
O=S(=O)(c1ccccc1)N1CC=C(c2ccccc2)CC1	6	-2	-6	0	8	-29	6	2	11	-4	9
COc1ccc(C(=O)NCc2cc3ccccc3n2C)cc1	-20	-33	-11	-21	-17	-35	-38	5	9	-1	-19
C/C(Cn1nc([N+](=O)[O-])cc1C)=N\NC(=O)c1cccc(Br)c1	-20	-52	-5	6	-64	-19	-54	-1	-6	6	-43
Cc1noc(C)c1S(=O)(=O)N1CCN(c2ccccc2)CC1	-42	17	-5	-6	-1	-4	9	1	2	-1	1
Cc1ccc(C)c(SCC(=O)Nc2oc(C)c3c(C)n[nH]c(=O)c23)c1	24	0	9	-1	-4	-1	-13	-2	-4	-1	-6
CC(C)(Oc1ccc(Cl)cc1)C(=O)OCC(=O)NCCc1ccc(S(N)(=O)=O)cc1	-13	7	-1	18	11	5	8	0	-7	-7	-4
CC(C)NC(=O)C1(C)CN(S(C)(=O)=O)CC(=O)N1CCCN1CCOCC1 (stereo not given)	20	-7	4	.	-3	.	.	3	.	-4	.
O=C(Nc1cccc(-n2cnnn2)c1)c1ccco1	1	11	-4	15	-7	-3	6	2	0	-14	-13
COc1ccc(NS(=O)(=O)c2cc(NC(=O)[C@@H](NC(N)=O)C(C)C)ccc2C)cc1	-25	-10	3	11	-2	15	18	1	3	-10	4
Cc1ccc(OCCSc2nnc(NC(=O)c3ccco3)s2)cc1	-6	10	2	4	-21	7	16	0	-5	3	2
COc1ccc(C2C(C(=O)Nc3ccccc3OC)=C(C)Nc3ncnn32)cc1 (stereo not given)	19	9	1	-6	4	-2	0	2	0	2	14
CC1=C(C(=O)N(C(C)C)C(C)C)CC(CC(=O)NC(c2ccccc2)c2ccccc2)C(=O)N1Cc1ccc(C(C)(C)C)cc1 (stereo not given)	25	27	2	35	12	19	23	0	.	-12	17
Cc1ccc(NC(=O)CN2CCOCC2)cc1	-17	0	6	-2	2	-4	-21	10	1	-2	-8
COC(=O)Cc1csc(NC(=O)c2ccc3ncsc3c2)n1	-38	-62	-12	-12	-14	-32	-37	10	-5	2	-72
C/C(=N\NC(=O)COc1ccc(C)cc1[N+](=O)[O-])c1cccs1	-12	9	2	-37	10	-33	-14	-1	-2	-10	-5
CCN(Cc1ccccc1)S(=O)(=O)c1ccc2c(c1)NC(=O)CC(=O)N2	-13	-3	2	-2	1	-11	-4	0	-9	4	-11
CC(C)(c1ccccc1)c1ccc(OCCn2cnc3ccccc3c2=O)cc1	-16	-16	-5	29	-2	-6	8	0	3	1	1
Cc1ccc(NC(=O)CNS(=O)(=O)c2cccs2)cc1F	11	-14	4	-2	0	-44	-12	-2	3	-15	-25
O=C(O)C1CCCCN1C(=O)c1ccc(S(=O)(=O)N2CCCC2)cc1 (stereo not given)	4	-12	4	0	7	-2	5	2	-3	11	-8
N#Cc1c(-c2ccccc2)cc(C2CC2)nc1SCC(=O)c1cccs1	-6	-12	1	23	-1	-23	12	3	-6	3	0
COCCCNC(=O)C[C@@H]1C[C@@]2(C(=O)OC)CC(C)(C)CC=C2N(Cc2ccccc2)C1=O	-9	1	7	.	11	.	.	-4	.	1	.

Next section:
Structure	NCOA2 inhibitor	NR5A2 inv ag	ABHD5 PLIN5 PPI	TWEAK-Fn14 inh	COUP-TFII inh	TROY NFkB inh	NCOA3 inh	Exocytosis inh	TLR9-MyD88 block	NOD2-RIPK2 inh	SRC1 inh
CC1=CC(C)(C)NC(=S)N1c1ccc(C)cc1C	-21	-13	0	-1	-2	-13	11	-2	1	5	15
Cc1cc(OCc2cc3c(cc2Cl)OCO3)c2c(C)cc(=O)oc2c1	-3	-3	-6	27	2	-7	4	0	-15	3	-5
Cc1cc(C)c2nc(N3CCC(C(=O)NCC4CCCO4)CC3)sc2c1 (stereo not given)	-12	-14	-2	-1	-15	-21	-20	2	-4	-4	5
CCOc1ccc2c(c1)C(C)=CC(C)(C)N2S(=O)(=O)c1ccc(C)cc1	9	38	-9	35	-63	14	13	-2	-2	4	6
CC(=O)Nc1ccc(C(=O)Nc2ccc(S(=O)(=O)Nc3nccc(C)n3)cc2)cc1	-35	6	0	-15	-4	0	-3	-6	-2	-4	7
CCCCNC(=O)CN1CCN(Cc2ccc3cc(OC)ccc3c2)CC1	-19	19	4	2	13	7	6	-13	2	-11	-19
COc1ccc(/C=C/C(=O)N(C)C2CCS(=O)(=O)C2)cc1 (stereo not given)	2	-17	-5	0	1	-17	-22	-4	-6	-3	-4
CCN1C(C)=C(C)S/C1=C1\SC(=S)N(N)C1=O	0	4	-1	-8	-5	-5	13	8	-7	5	-1

Assay outcomes as filed in PubChem BioAssay.
